From PubChem BioAssay
D2 ag: HTS Assay for Allosteric Agonists of the Human D2 Dopamine Receptor: Primary Screen for Agonists. actives 0.53% (n = 340,000). HEK293 T-REx D2 cells, calcium flux agonist mode. activation, % at 2 µM;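 active = activation over 3 SD above normal in the single-dose calcium agonist read, cut at about 30% in these data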; note: 0% is about no effect
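Agonism is scored from calcium flux in a force-coupled, inducible HEK293 cell line expressing D2, read kinetically for 180 s after compound addition against dopamine controls.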
TRHR enhancer: qHTS for Small Molecule Agonists and Allosteric Enhancers of Human TRH Receptor: Primary Screen for Enhancers. TRHR cells, fluo-8 calcium fluorescence, EC20 TRH enhancement. enhancement, % at 2 µM. actives 0.66% (n = 360,000). AID 493056, 2011; in the data active = enhancement above about 30%; note: 0% is about no effect
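TRHR-expressing cells loaded with fluo-8 calcium dye were read kinetically (ex 480/em 530) during compound addition, then stimulated with an EC20 of TRH (10 nM final). Enhancement of the Gq-mediated intracellular calcium response was scored.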
D1 potentiator: Potentiators of Human D1 Dopamine Receptor: qHTS | HEK293 TREx D1 cells, calcium flux, dopamine EC20 potentiation | potentiation, % at 10 µM | actives 0.036% (n = 360,000) | AID 504651, 2011; in the data active = potentiation above about 30%; note: 0% is about no effect
D2 antagonist: HTS Assay for Allosteric Antagonists of the Human D2 Dopamine Receptor: Primary Screen for Antagonists | D(2) dopamine receptor (Homo sapiens), P14416 | HEK293 TREx D2 cells, calcium flux, dopamine EC80 | inhibition, % at 10 µM | actives 2% (n = 340,000) | AID 485344, 2010; in the data active = inhibition above about 30%; note: 0% is about no effect
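HEK293 T-REx D2 cells, tet-induced, calcium dye no-wash. Cpd pintool add, 180 s kinetic, then EC80 DA, 180 s kinetic. Ca flux read.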
RXFP1 antagonist: qHTS Assay for Antagonists of the Relaxin Receptor RXFP1; Relaxin receptor 1 (Homo sapiens), Q9HBX9; HEK293-RXFP1, relaxin-stimulated cAMP HTRF, 30 min; active compounds read low; activity change, negative = inhibition, % at 57.5 µM; actives 0.59% (n = 350,000); AID 1259400, 2018;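 active = activity change of -60% or lower, but not beyond a set lower limit; inconclusive = change between -60% and -40%, or beyond the set limit; inactive = change above -40%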; note: % is set by controls: 0 for no effect and ±100 for the full control effect
Target sequence (Q9HBX9 whole entry, looked up): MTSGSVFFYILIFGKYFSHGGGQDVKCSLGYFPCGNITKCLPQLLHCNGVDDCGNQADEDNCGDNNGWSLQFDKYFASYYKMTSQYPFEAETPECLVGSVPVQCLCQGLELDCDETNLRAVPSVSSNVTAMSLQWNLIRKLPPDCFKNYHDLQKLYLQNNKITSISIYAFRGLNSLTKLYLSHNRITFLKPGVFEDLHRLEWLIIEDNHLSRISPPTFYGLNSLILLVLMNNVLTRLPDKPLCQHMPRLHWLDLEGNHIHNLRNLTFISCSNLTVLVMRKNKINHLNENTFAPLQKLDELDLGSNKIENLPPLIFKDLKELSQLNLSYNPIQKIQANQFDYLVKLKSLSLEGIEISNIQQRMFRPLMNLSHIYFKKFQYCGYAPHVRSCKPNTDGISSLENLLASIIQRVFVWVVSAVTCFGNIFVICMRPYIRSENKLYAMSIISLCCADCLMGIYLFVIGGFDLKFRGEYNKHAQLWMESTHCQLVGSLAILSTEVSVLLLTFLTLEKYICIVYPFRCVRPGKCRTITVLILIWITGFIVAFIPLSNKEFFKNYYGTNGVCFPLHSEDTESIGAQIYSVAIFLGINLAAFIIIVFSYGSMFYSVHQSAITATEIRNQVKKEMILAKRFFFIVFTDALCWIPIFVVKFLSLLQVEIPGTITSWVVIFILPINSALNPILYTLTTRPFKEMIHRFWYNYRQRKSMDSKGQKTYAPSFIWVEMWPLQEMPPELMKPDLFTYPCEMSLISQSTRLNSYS
RXFP1 ag: qHTS Assay for Agonists of the Relaxin Receptor RXFP1; Relaxin receptor 1 (Homo sapiens), Q9HBX9; HEK293T-RXFP1 cAMP TR-FRET, 30 min; response scale: percent of porcine relaxin response, buffer zero; Potency, µM (series often up to 57.5 µM), without a hit: top-dose activation, hits mostly activators; actives 0.3% (n = 370,000); AID 2676, 2010; active = well fitted activation curve with a large enough effect; inconclusive = small, poorly fitted or top-dose-only effect; note: potency is the fitted concentration of half-maximal effect; % is set by controls: 0 for no effect and ±100 for the full control effect; nearly all actives have a fitted effect of over 60% in size; many of its hits are not listed in these tables
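Agonist response is measured as cAMP accumulation in an RXFP1-transfected HEK293T line under PDE4 inhibition. Values are scaled between buffer-only and 29 nM porcine relaxin, and EC50s come from standard Hill equation fits.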
D1 antagonist: Antagonist of Human D 1 Dopamine Receptor: qHTS; HEK293 TREx D1 cells, calcium flux, dopamine EC80; active compounds read low; actives 3.2% (n = 360,000); activity change, negative = inhibition, % at 10 µM; AID 504652, 2011; D(1A) dopamine receptor (Homo sapiens), P21728; in the data active = activity change below about -30%; note: % is set by controls: 0 for no effect and ±100 for the full control effect
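Kinetic fluorescence of a calcium dye serves as the read-out. D1-expressing Hek293 Trex cells, induced overnight at 30 C, are exposed to compound for 180 s before an EC80 dopamine addition, then read 180 s further.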
D1 ag: Allosteric Agonists of the Human D1 Dopamine Receptor: qHTS; D(1A) dopamine receptor (Homo sapiens), P21728; HEK293 T-REx D1 cells, calcium flux, agonist mode; activation, % at 2 µM; actives 1% (n = 360,000); AID 504660, 2011; in the data active = activation above about 30%; note: 0% is about no effect
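Inducible HEK293 T-REx D1 cells, force-coupled to calcium signalling, were plated at 4000 cells/well with tetracycline and held overnight at 30 C. After no-wash calcium dye loading, compound-evoked calcium rise over 180 s flagged agonists.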
D2 PAM: HTS Assay for Positive Allosteric Modulators of the Human D2 Dopamine Receptor: Primary Screen for Potentiators; HEK293 T-REx D2, calcium flux, EC20 dopamine potentiation; AID 485347, 2010; potentiation, % at 10 µM; actives 0.34% (n = 340,000);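 active = potentiation over 3 SD above the plate norm, cut at about 30% in these data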; note: 0% is about no effect
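Tetracycline-induced Hek293 Trex D2 cells, force-coupled to calcium, loaded with no-wash calcium dye. Compound added with 180 s kinetic read for agonism, then EC20 dopamine and a further 180 s read for potentiation.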
Numbers without * were called inactive; u = inconclusive; x = no result given; & = joins results of further samples.

SMILES	D2 ag	TRHR enhancer	D1 potentiator	D2 antagonist	RXFP1 antagonist	RXFP1 ag	D1 antagonist	D1 ag	D2 PAM
COc1cc(/C=C/C(=O)OCC(=O)Nc2ccc3c(c2)OCCO3)ccc1O	-1.2	3	-7	6	-3	-1.2%	4	0	5
c1cncc(-c2noc(-c3ccc4ccccc4c3)n2)c1	0.3	-10	-2	-3	1	0.8%	-22	0	10
CN1CCN(CCCNC(=O)c2ccc(CSCc3cccc(Cl)c3)o2)CC1	0.1	4	4	-1	-27	2.7%	8	1	7
CC(C)n1cnc2cc(NCc3ccccn3)ccc21	-0.7	8	2	2	-6	0.7%	7	1	5
COC(=O)c1sc(-c2ccccc2)cc1NC(=O)Nc1ccccc1Cl	0.3	3	-3	x	u	-2.2%	8	7	3
CC1CCCN(CC(O)COCc2ccccc2)C1 (stereo not given)	0.4	2	-2	11	-3	-0.3%	-1	-2	3
Cc1ccc(C(=O)CSc2nc(-c3ccccc3)nc3c2CCCC3)cc1	3.0	-1	0	x	x	6.0%	-3	-1	9
CCc1ccccc1NC(=O)CSc1n[nH]c(C)c1[N+](=O)[O-]	-0.6	0	14	-1	-3	-0.9%	3	8	13
O=C(CSc1nn(-c2ccccc2)c(=S)s1)NC(=O)NCc1ccco1	-0.1	3	-1	1	21	-0.8%	x	18	-4
CC(NC(=O)c1ccc(Br)s1)C1CCCO1 (stereo not given)	-0.2	1	1	9	13	5.8%	-6	4	6
Cc1ccc(/C=C2\SC(=S)N(c3cccnc3)C2=O)cc1	0.6	3	-4	18	-6	0.5%	-13	6	16
Cc1ccc2c(c1)N(CCCC(=O)Nc1cccc(C(F)(F)F)c1)C(=O)CO2	-0.1&-0.4	12&5	2&-4	-4	-5&-5	0.0%&3.7%	-5&-15	2&0	-4&-10
CCCc1cc(=O)[nH]c(SCC(=O)Nc2cc(C)on2)n1	-0.8	3	-8	8	-4	0.7%	5	4	18
CNC(=O)C1CCN(C(=O)c2ccc(-c3ccccc3)cc2)CC1	-0.7	0	-5	3	13	-3.1%	-13	1	1
Cc1ccc(NC(=O)c2cccc(OCc3c(C)noc3C)c2)c(C)c1	0.3	-7	-7	-19	2	0.8%	-28	9	0
CC(C)CCNC(=O)CN(Cc1ccc2c(c1)OCO2)C(=O)CCC(=O)Nc1ccccn1	-0.6	3	-8	-10	-4	-1.6%	2	2	-6
Cn1cc(CN2CCc3ccccc3C2)c2ccccc21	-1.0	-3	0	26	-1	1.4%	0	1	-30
CCCN1CCC(N(CCc2ccccc2)Cc2ccccc2)CC1	-0.6	0	3	39*	-6	-1.0%	-6	3	-16
O=C1CCC/C(=N/NC(=O)c2cc(NS(=O)(=O)c3cccs3)cc(NS(=O)(=O)c3cccs3)c2)C1	0.3	-7	4	7	-7	2.3%	5	1	1
COc1ccccc1NC(=O)c1cccc(S(=O)(=O)N2CCN(c3ccccc3)CC2)c1	0.3	3	-4	5	2	-2.6%	-1	1	-4
CCCCOc1ccc(-c2nnn(CCC(=O)N3CCOCC3)n2)cc1	1.8	17	-4	-3	15	3.0%	-23	11	-3
CC(C)(C)OC(=O)Cn1c(=O)cnc2ccccc21	-0.1	-3	1	-14	-6	0.9%	3	2	-2
COc1ccc(-c2cc(C(F)F)n3ncc(C(=O)NCCCN4CCCC4=O)c3n2)cc1	0.0	-1	-2	-2	x	5.2%	15	0	11
CCOC(=O)c1sc(S(C)(=O)=O)c2c1CCc1conc1-2	-1.3	0	-1	-7	2	-0.3%	-1	0	10
CCCn1nc(C(=O)Nc2ccc(-n3cnnn3)cc2)c2ccccc2c1=O	-0.1	3	5	-22	4	0.5%	-4	3	0
SMILES	D2 ag	TRHR enhancer	D1 potentiator	D2 antagonist	RXFP1 antagonist	RXFP1 ag	D1 antagonist	D1 ag	D2 PAM
COc1cccc(CN2CCCCC2C(=O)O)c1 (stereo not given)	-0.5	-11	4	-11	-8	-1.2%	17	2	6
CCc1ccccc1N1C(=O)N(Cc2cccc(Cl)c2)c2ccccc2S1(=O)=O	0.1	10	-3	x	x	1.1%	-18	4	3
Nc1cccc(Oc2ccc3c(c2)C(=O)N(CC2CCCO2)C3=O)c1 (stereo not given)	-0.9	-1	1	-3	2	-1.6%	3	6	2
C/C(=N\NC(=O)c1ccccc1O)C1CC1	0.0	16	-2	-10	14	3.0%	3	6	8
COc1ccccc1N(CC(=O)NCCc1ccccc1)S(C)(=O)=O	-0.2	14	-2	-8	-1	0.3%	19	0	3
COc1ccc2nc(/N=C(\N)NC(=O)C(C)(C)C)nc(C)c2c1	0.5	-3	-6	35*	11	-2.4%	-18	0	-9
CCc1c(-c2ccccc2)nc2ccccc2c1C(=O)NCCc1ccccc1	0.2	-3	-1	x	-37	1.1%	-7	3	3
Cc1ccc(C(NC(=O)C2CCCCC2)c2c(O)ccc3ccccc23)cc1 (stereo not given)	-0.7	-1	-5	8	-29	1.6%	-3	3	9
Cc1ccc(C)c(N2CCN(CC3CCCCC3)CC2)c1	-0.8	12	1	62*	-34	-0.5%	17	5	-21
Cc1ccc(NC(=O)CSc2nc(O)cc(=O)n2C)cc1	-0.9	-1	-3	3	0	0.0%	-4	2	8
CC(OC(=O)c1ccc(NS(=O)(=O)c2ccc3[nH]c(=O)[nH]c3c2)cc1)C(=O)Nc1cccc(Cl)c1Cl (stereo not given)	0.0	-1	-10	14	3	-0.9%	2	2	-3
O=C1CC2(CCN(C(=O)c3cccc(Br)c3)CC2)Oc2ccccc21	0.3	-3	-7	-10	-8	0.8%	1	0	13
Cc1ccc(O)c(CCc2ccccc2)n1	-2.5	9	-4	-9	-1	-1.5%	6	3	-9
COc1ccc(-n2c(SCC(=O)Nc3ccc4c(c3)OCO4)nc3c([nH]c4ccccc43)c2=O)cc1	-1.8	-3	-4	x	x	4.7%	-2	0	-6
CCOC(=O)C1CCCN(C(=O)c2cc(-c3ccccc3)nc3ccccc23)C1 (stereo not given)	0.2	-10	-1	6	5	0.6%	6	0	x
Cc1ccc(C(=O)Nc2ccc(N3CCN(C)CC3)cc2)cc1	0.7	1	-4	-7	-19	-3.8%	2	3	-8
Cc1nc(-c2ccccc2)sc1-c1ccc(SCC(=O)NCc2ccc(F)cc2)nn1	0.1	-2	-3	x	-1	4.7%	-6	0	x
Cn1nnc2cc(NC(=O)N3CC4(C)CC3CC(C)(C)C4)ccc21 (stereo not given)	x	-1	-1	x	2	1.6%	-5	5	x
Cc1ccc(C(=O)O/N=C(\c2ccccc2)c2cccnc2)cc1	0.2	14	-7	-13	-6	-1.6%	-17	3	3
Cc1cccc(NC(=O)C2CCCN(S(=O)(=O)c3ccc4[nH]c(=O)ccc4c3)C2)n1 (stereo not given)	0.1	3	0	-12	21	1.2%	15	4	16
O=C(O)c1cc(=O)[nH]c2c(Cl)cccc12	x	-3	-2	x	5	2.2%	8	0	3
COc1ccc(CNC(=O)CCC(=O)Nc2nnc(C(F)(F)F)s2)cc1	0.7	3	4	-2	6	-0.2%	-6	0	13
CCN(Cc1ccccc1)C(=O)c1cc(COc2c(F)cccc2F)on1	-1.8	-3	-2	3	-3	-0.3%	-4	1	6
CC(NCCOCCOc1ccccc1)c1ccccc1 (stereo not given)	x	-3	-6	x	-6	-1.8%	-13	6	-25
O=C(Nc1ccccc1F)C(=O)c1cn(CC(=O)N2CCCCC2)c2ccccc12	0.2	-4	14	4	-3	0.9%	-10	-2	0
SMILES	D2 ag	TRHR enhancer	D1 potentiator	D2 antagonist	RXFP1 antagonist	RXFP1 ag	D1 antagonist	D1 ag	D2 PAM
c1ccc2c(c1)OCC(c1csc3ncnc(N4CCOCC4)c13)O2 (stereo not given)	-0.3	0	-2	12	-18	1.9%	-7	2	-4
Cc1ccc(Nc2nc(=O)c3cc([N+](=O)[O-])ccc3s2)cc1	x	-1	0	x	-1	0.0%	-7	1	x
O=C(O)CCn1cnc2onc(-c3ccccc3Cl)c2c1=O	0.1	0	6	x	x	1.0%	-3	0	2
COCCNC(=O)C(c1ccc(Cl)cc1)N(CCOC)C(=O)CCC(=O)Nc1ccccn1 (stereo not given)	0.5	-3	-6	25	-8	3.3%	17	4	9
O=C(Nc1ccc2nc(-c3ccccn3)c(-c3ccccn3)nc2c1)N1CCOCC1	-0.1	25	3	4	3	-0.2%	12	-1	-4
Nn1c(SCc2ccccc2)nnc1C1CCCCC1	1.4	0	3	-11	9	2.6%	2	0	1
COc1ccc(C)cc1NC(=O)c1ccc2c(SCC(=O)O)c3c(nc2c1)CCCC3	0.1&-0.6	-4&2	-2&4	-1	2	0.2%&2.1%	-25&-10	2&2	-5&-2
O=C(CCl)Nc1cc(S(=O)(=O)N2CCOCC2)ccc1N1CCOCC1	1.1	20	-5	9	5	0.8%	0	1	0
Cc1c(NC(=O)c2cn3ccccc3n2)cccc1-n1cnnn1	-0.3	-4	1	-2	-3	16%	6	3	0
O=C(CCn1ccc2ccccc21)NC1CCCc2ccccc21 (stereo not given)	0.4	3	-2	-8	-2	0.7%	-13	-2	9
COc1ccc(CC(=O)NNc2ncnc3c2cnn3C)cc1OC	0.7	1	4	-9	-6	3.1%	6	2	19
Cc1ccc(NCCC(=O)c2ccc(Cl)cc2)cc1	0.1	2	1	-15	2	3.0%	2	3	4
O=C(COC(=O)c1ccc(Cl)nc1)Nc1ccc(S(=O)(=O)N2CCCC2)cc1	-0.2	-1	10	11	-2	-0.1%	2	3	-6

In a second layout: entries from further up
The line under a structure holds: D2 ag	TRHR enhancer	D1 potentiator	D2 antagonist	RXFP1 antagonist	RXFP1 ag	D1 antagonist	D1 ag	D2 PAM
> Cc1c(NC(=O)c2cn3ccccc3n2)cccc1-n1cnnn1
→ -0.3	-4	1	-2	-3	16%	6	3	0
> O=C(O)CCn1cnc2onc(-c3ccccc3Cl)c2c1=O
→ 0.1	0	6	x	x	1.0%	-3	0	2
> Cc1ccc(NCCC(=O)c2ccc(Cl)cc2)cc1
→ 0.1	2	1	-15	2	3.0%	2	3	4
> COc1ccc(C)cc1NC(=O)c1ccc2c(SCC(=O)O)c3c(nc2c1)CCCC3
→ 0.1&-0.6	-4&2	-2&4	-1	2	0.2%&2.1%	-25&-10	2&2	-5&-2
> O=C(CCl)Nc1cc(S(=O)(=O)N2CCOCC2)ccc1N1CCOCC1
→ 1.1	20	-5	9	5	0.8%	0	1	0
> Cc1ccc(Nc2nc(=O)c3cc([N+](=O)[O-])ccc3s2)cc1
→ x	-1	0	x	-1	0.0%	-7	1	x

A portion of the library (hit frequency here may not be typical).
